# From PubChem BioAssay
# ADAM10 inh: human ADAM10 inhibitors, primary screen, biochemical, QFRET, HTS | recombinant ADAM10, EDANS/DABCYL FRET peptide cleavage, 3 h | inhibition, % at 7 µM | hit rate 0.62% among 370,000;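 active = inhibition above a per-campaign cutoff equal to the mean of compounds falling between control-based bounds plus 3 SD, cut at about 20% in these data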;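 also: 0% = DMSO wells while the 100% control is not disclosed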
# DAX1 inh-1: DAX1 (NR0B1) inhibitors on StAR promoter, primary screen, cell-based, luminescence, SF-1 (NR5A1), full-length DAX-1 | HEK293T StAR-luciferase reporter, SF-1/DAX-1 repression relief | inhibition, % at 6.8 µM | hit rate 1.1% among 370,000 | AID 652010, 2013;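 active = inhibition above the mean over all tested compounds plus 3 SD, cut at about 3.6% in these data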;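 also: 0% = DAX-1 cells with DMSO and 100% = cells lacking DAX-1 with DMSO; higher inhibition means more luminescence from relief of DAX-1 repression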
# ssDAF-12 act: S. stercoralis DAF-12 nuclear receptor activators, primary screen, cell-based, luminescence, HEK293, GRIP1 co-expression, lit1-tk-luc. activation, % at 6.8 µM. HEK293 ssDAF-12/GRIP1 lit1-tk-luc reporter; % of 3 µM dafachronic acid response. AID 652126, 2013. hit rate 1% among 370,000. Nuclear hormone receptor DAF-12 (Strongyloides stercoralis);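 active = activation above the mean over all tested compounds plus 3 SD, cut at about 0.9% in these data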;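 also: 0% = DMSO-only wells and 100% = 3 µM delta7-dafachronic acid wells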
# ADAM17 inh: ADAM17 inhibitors, primary screen, biochemical, QFRET; Disintegrin and metalloproteinase domain-containing protein 17 (Homo sapiens), P78536; recombinant ADAM17, EDANS/DABCYL FRET peptide cleavage; inhibition, % at 6.95 µM; hit rate 0.83% among 370,000;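 active = inhibition above the mean of compounds lying between control limits plus 3 SD, set per campaign, cut at about 8.5% in these data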;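 also: 0% = DMSO-only wells as the low control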
# Target sequence (P78536 215-824 limits assumed): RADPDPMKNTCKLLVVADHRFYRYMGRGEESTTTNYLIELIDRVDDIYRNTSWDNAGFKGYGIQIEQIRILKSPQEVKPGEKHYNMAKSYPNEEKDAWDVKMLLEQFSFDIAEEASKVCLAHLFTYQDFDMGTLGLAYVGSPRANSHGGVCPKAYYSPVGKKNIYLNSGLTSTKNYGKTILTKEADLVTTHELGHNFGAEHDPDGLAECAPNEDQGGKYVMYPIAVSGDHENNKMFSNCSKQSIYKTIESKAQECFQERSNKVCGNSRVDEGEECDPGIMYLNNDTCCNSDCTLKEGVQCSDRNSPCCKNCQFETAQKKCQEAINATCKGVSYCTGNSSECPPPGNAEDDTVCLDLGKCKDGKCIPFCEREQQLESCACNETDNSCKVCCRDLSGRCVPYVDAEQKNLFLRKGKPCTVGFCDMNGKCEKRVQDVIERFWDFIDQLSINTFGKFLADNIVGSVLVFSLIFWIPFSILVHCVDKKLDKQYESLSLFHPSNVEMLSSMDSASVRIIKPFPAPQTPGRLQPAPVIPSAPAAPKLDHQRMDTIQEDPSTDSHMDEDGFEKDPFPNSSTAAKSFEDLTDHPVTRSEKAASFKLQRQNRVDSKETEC
# hcDAF12 agonist: H. contortus DAF-12 nuclear receptor activators, primary screen, cell-based, luminescence, HEK293, lit1-tk-luc reporter | HEK293 hcDAF-12 lit1-tk-luc reporter; 0% DMSO, 100% Δ7-dafachronic acid | activation, % at 6.8 µM | hit rate 1.4% among 370,000 | AID 652067, 2013;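 active = activation above the mean of all tested compounds plus 3 SD, cut at about 5.5% in these data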;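 also: 100% = response to 3 µM Δ7-dafachronic acid high control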
# hgDAF12 agonist: H. glycines DAF-12 receptor agonists, primary screen, cell-based, luminescence, HEK293, GAL4 fusion, UAS-luciferase | AID 687014, 2013 | HEK293 GAL4-hgDAF12 UAS-luciferase reporter, agonist luminescence; normalized to butyrate control | Nuclear hormone receptor DAF-12 (Heterodera glycines), GAL4 fusion | hit rate 1.8% among 370,000 | activation, % at 6.8 µM;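 active = activation above a cutoff set at the mean of all screened compounds plus 3 SD, cut at about 10% in these data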;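 also: 0% = DMSO wells and 100% = sodium butyrate wells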
# NPR1 activator: GC-A stimulated cGMP production enhancers – HEK293 GC-A cells, cGMP TR-FRET, EC30 ANP, primary screen; 0% at EC30 ANP, 100% saturating ANP; Atrial natriuretic peptide receptor 1 (Homo sapiens), P16066; activation, % at 10 µM; hit rate 0.14% among 370,000; in the data active = activation above about 40%
# SMARCA2 act: SMARCA2 (BRM) function activators, primary screen, cell-based, luminescence, high throughput; activation, % at 9.1 µM; hit rate 1% among 370,000; MG213 cells, MMTV-luciferase reporter, dexamethasone, overnight; in the data active = activation above about 7.8%;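 also: 0% = vehicle wells and 100% = reference activator wells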
# DAX1 inh-2: DAX1 (NR0B1) inhibitors, primary screen, cell-based, HEK293, Gal4-DAX1, luciferase luminescence | Nuclear receptor subfamily 0 group B member 1 (Homo sapiens), P51843 | HEK293 Gal4-DAX1 luciferase reporter | inhibition, % at 6.75 µM | hit rate 0.99% among 340,000 | AID 504766, 2011;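 active = inhibition above the mean over all tested compounds plus 3 SD, cut at about 4.2% in these data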;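 also: 0% = DAX1-transfected cells with DMSO and 100% = empty-vector control cells with DMSO; inhibition shows as a rise in luminescence from relieved DAX1 repression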
# Target sequence (P51843 207-470 limits assumed): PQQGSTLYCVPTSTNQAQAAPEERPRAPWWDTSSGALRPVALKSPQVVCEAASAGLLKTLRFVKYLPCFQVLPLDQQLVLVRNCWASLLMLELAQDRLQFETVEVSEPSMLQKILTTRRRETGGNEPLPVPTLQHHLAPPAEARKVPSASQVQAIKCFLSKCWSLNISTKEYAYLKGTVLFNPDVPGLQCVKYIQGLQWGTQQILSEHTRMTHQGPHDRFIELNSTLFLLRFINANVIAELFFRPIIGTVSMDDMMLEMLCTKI
# FXN GAA850 act: FXN promoter activators, primary screen, cell-based, luciferase luminescence, HEK293 lucGAA850 | HEK293 lucGAA850 FXN promoter luciferase reporter, 24 h; percent of 10 µM SAHA response | activation, % at 6 µM | hit rate 0.56% among 360,000;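 active = activation above the average of all compounds screened plus 3 SD, cutoff fixed separately per campaign, cut at about 7.5% in these data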;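 also: 0% = DMSO wells and 100% = 10 µM SAHA wells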
# PG9 Ab binder: binders of HIV-1 gp120 antibody PG9, primary screen, biochemical, TR-FRET. AID 624416, 2012. hit rate 0.43% among 360,000. TR-FRET gp120-PG9 antibody binding. inhibition, % at 6.7 µM. HIV-1 gp120 / PG9 antibody interaction; in the data active = inhibition above about 8.5%
# The depositor's hits bear a star; nt = not tested or not shown.
SMILES,ADAM10 inh,DAX1 inh-1,ssDAF-12 act,ADAM17 inh,hcDAF12 agonist,hgDAF12 agonist,NPR1 activator,SMARCA2 act,DAX1 inh-2,FXN GAA850 act,PG9 Ab binder
CC(Oc1ccc(Cl)cc1)c1ccn[nH]1 (stereo not drawn),0,-0.8,-0.5,-1,-1.5,-1.0,5,3,1.8,2.4,-1.5
O=Cc1ccc(C(=O)OCC(=O)N2CCCC2)cc1,-2,-0.2,-0.7,-7,1.2,-1.4,0,0,-0.3,1.6,-0.6
COc1ccc(C(=O)Nn2c(SCC(=O)c3ccc(Cl)cc3)nc3ccccc3c2=O)cc1,-14,0.7,-2.0,-2,1.5,1.1,1,1,-3.4,-4.7,0.0
COc1ccc2c(c1)OC[C@H]1[C@@H]2N2C(=O)CNC(=O)[C@@]2(C)[C@H]1c1ccccc1,-2,-0.3,0.1,-4,-1.7,-0.7,-2,1,-0.4,0.3,0.0
O=C(c1ccccc1NS(=O)(=O)c1ccc2c(c1)OCCO2)N1CCOCC1,-14,1.1,-1.3,-2,-0.8,-0.9,4,-4,0.3,0.5,-0.1
Cc1cc([N+](=O)[O-])ccc1NC(=O)CSc1nccc(=O)[nH]1,3,0.0,-1.7,1,-0.6,2.6,0,0,1.0,1.6,-2.5
Cc1cc(SCc2cccc(Cl)c2)nc(=O)[nH]1,-5,-0.1,-0.5,-2,0.1,2.2,0,2,-0.2,3.3,0.1
COc1ccc(OC)c2c1CCC1(C2)NC(=O)NC1=O (stereo not drawn),-11,0.8,-0.8,5,-2.3,-3.4,4,-5,nt,nt,0.5
O=C(Nc1cccc(F)c1)c1ccc(Br)o1,-1,-0.6,-0.9,-3,-0.5,1.7,-5,1,0.0,2.2,-3.0
Cc1ccc(C(=O)OC(C)C(=O)N(C)C2CCCCC2)cc1S(=O)(=O)N1CCCCC1 (stereo not drawn),-4,-1.4,-1.2,-4,-2.1,-2.0,2,-1,-0.5,0.2,0.0
CCCCCCCCS(=O)c1sc2nc3c(cc2c1N)CCCC3 (stereo not drawn),-9,0.5,0.0,-8,0.0,-4.8,-2,2,0.2,2.6,-0.4
COc1ccc(CC(=O)NCCc2ccc3c(c2)OCO3)cc1OC,-5,-0.4,-0.6,-1,-1.5,-3.2,3,-4,0.1,-0.9,-0.1
CC(C)(C)C1CCC(=NNC(=O)c2ccc(Br)o2)CC1 (stereo not drawn),3,2.9,0.0,3,0.0,12*,4,5,1.5,3.9,-0.5
CCc1nn(CC(=O)NC(C)CCc2ccccc2)c(=O)c2cc3cc(F)ccc3n12 (stereo not drawn),1,-1.1,-0.4,-1,1.0,1.5,-1,-2,0.3,-0.3,1.5
COc1cccc(C(=O)CSc2nnc(CNc3nc(-c4ccccc4)cs3)n2C)c1,7,-0.3,-1.1,3,-0.1,1.0,-6,2,-1.7,-0.3,-1.0
CCn1c(CC(=O)Nc2ccccc2F)nnc1SCC(=O)Nc1nncs1,6,0.1,-0.9,-1,0.1,-0.5,4,2,1.8,0.6,-1.8
O=C(COC(=O)c1cccc(F)c1)Nc1cccc(S(=O)(=O)N2CCCCC2)c1,0,0.4,-1.9,5,-0.2,1.2,3,-2,0.7,-2.8,-0.8
COc1cccc(CCNC(=O)c2ccc(OC)c(OC3CCN(C(C)C)CC3)c2)c1,6,1.0,-1.0,-2,1.5,1.7,-3,-1,0.3,0.9,-1.1
CC(=O)Nc1cnc(NC(=O)c2cccc(F)c2)cc1C,3,1.9,-0.1,6,2.7,8.9,2,0,1.7,3.7,0.2
CSCC(=O)NC1CCCc2c1cnn2-c1ccc(C)c(C)c1 (stereo not drawn),-9,-0.1,-0.8,-5,0.6,-0.4,-2,1,-0.3,1.2,-1.6
O=c1cc(-c2ccccc2)oc2cc(O)cc(O)c12,14,5.7*,-0.6,7,-0.2,15*,-2,8.5*,2.0,3.6,2.6
CCOC(=O)[C@@]12CCCC=C1N(CCc1ccc(Cl)cc1)C(=O)[C@H]2CC(=O)NCCCCc1ccccc1,9,-1.4,-1.4,5,0.2,-0.6,-4,-2,nt,nt,nt
O=C(O)Cn1nnc2ccccc21,6,-0.4,-1.4,-3,0.7,-1.2,2,0,2.1,0.8,-0.4
COc1cc(NC(=O)C2CCN(S(=O)(=O)c3cccnc3)CC2)cc(OC)c1OC,0,-0.3,-0.8,0,-0.9,1.9,-3,0,0.5,0.7,-0.3
CCc1nnc(NC(=O)c2cc(Cl)ccn2)s1,-8,0.3,-0.7,3,1.4,7.7,1,3,0.7,2.2,1.5

# Brought forward from above: 3 entries, followed by the next part.
SMILES,ADAM10 inh,DAX1 inh-1,ssDAF-12 act,ADAM17 inh,hcDAF12 agonist,hgDAF12 agonist,NPR1 activator,SMARCA2 act,DAX1 inh-2,FXN GAA850 act,PG9 Ab binder
O=C(O)Cn1nnc2ccccc21,6,-0.4,-1.4,-3,0.7,-1.2,2,0,2.1,0.8,-0.4
COc1cc(NC(=O)C2CCN(S(=O)(=O)c3cccnc3)CC2)cc(OC)c1OC,0,-0.3,-0.8,0,-0.9,1.9,-3,0,0.5,0.7,-0.3
CCc1nnc(NC(=O)c2cc(Cl)ccn2)s1,-8,0.3,-0.7,3,1.4,7.7,1,3,0.7,2.2,1.5
CCc1ccc(NC(=O)C(=O)NCC2CCCN2S(=O)(=O)c2ccccc2)cc1 (stereo not drawn),2,-3.5,-1.7,1,-1.4,-1.9,4,0,-1.7,-2.5,-0.2
C#CCNC(=O)C[C@@H]1C[C@@]2(C(=O)OC)CCCCC=C2N(CCC2=CCCCC2)C1=O,-5,0.9,-1.6,-3,-2.4,-0.2,-2,-3,nt,nt,1.4
COc1ccc(CNC(=O)C[C@H]2C[C@H](C(=O)N(C(C)C)C(C)C)[C@@]3(C)c4[nH]c5cc(CCC(=O)N(C)C)ccc5c4CCN3C2=O)cc1OC,-1,-0.1,-1.5,-2,-1.3,1.0,1,-4,-0.2,0.5,0.4
COc1ccc(NC(=O)CN(C)C(=O)C2CSC3(C)CCC(=O)N23)cc1 (stereo not drawn),-10,0.8,-0.3,0,0.0,1.9,4,0,0.7,-1.0,0.8
COc1ccc(Cl)cc1NC(=O)c1cc(-c2cc(C)ccc2O)n[nH]1,-6,-0.8,-1.1,0,-1.0,-2.5,6,-2,0.3,3.5,-2.3
Cc1ccc(N(CC(O)CN2CCOCC2)S(=O)(=O)c2ccc([N+](=O)[O-])cc2)cc1 (stereo not drawn),0,0.3,-0.5,0,-0.2,4.1,-3,4,2.2,2.8,-0.2
CC(C)CNC(=S)N1CCC(c2nc(-c3ccc(F)cc3)no2)CC1,3,-4.6,-1.9,1,-3.3,-2.1,10,-6,-1.1,-1.1,-0.1
Cc1ccc(N(C(=O)c2snc(C(N)=O)c2N)C(C(=O)NCC2CCCO2)c2ccc3ncccc3c2)cc1 (stereo not drawn),-159,-0.8,-1.2,-62,-2.0,-2.2,-14,-1,0.2,-1.8,2.6
O=S(=O)(c1ccc(Cl)cc1)N1CCC(n2cccc2)CC1,-1,-0.2,-2.6,-4,-1.2,-0.7,-2,-4,3.6,1.8,0.1
CCOC(=O)C1(CCCc2ccccc2)CCN(C(=O)c2cncs2)CC1,3,-0.9,-1.4,-2,-0.5,-2.7,-10,-2,-1.1,-2.0,1.1
COc1ccc(/C=N/N=C/c2c[nH]c(=O)c(C#N)c2Nc2ccccc2)cc1,-15,0.0,-0.7,7,-0.5,-2.5,-7,-3,0.9,1.3,1.1
Cc1ccc(-c2ccc(=O)n(CCC(=O)NCc3ccccn3)n2)cc1,-37,0.5,-1.0,-10,-1.4,-0.9,-1,-1,-0.8,-0.7,-0.4
NC(c1csc(Nc2ccc(C(=O)c3ccccc3)cc2)n1)c1ccccc1Cl (stereo not drawn),-44,-1.2,-1.8,-12,-1.5,2.4,0,-8,nt,1.9,0.7
Cc1ccc([C@H]2N[C@]3(CCCN(Cc4ccc(C(F)(F)F)cc4)C3=O)[C@H]3C(=O)N(Cc4ccccc4)C(=O)[C@@H]23)cc1,28*,-1.5,-1.4,12*,-1.6,1.8,-2,2,-0.1,-4.8,2.6
CN(c1ccccc1)S(=O)(=O)c1ccc(Cl)c(C(=O)OCC(N)=O)c1,-3,-0.2,-1.1,-1,-0.4,-0.2,-11,-1,-0.5,2.1,0.3
CCOC(=O)c1c(S(=O)(=O)NCCc2ccccc2)c(C)n(C)c1C,-6,-0.5,-1.1,-2,-0.2,3.1,2,0,-0.2,1.9,-0.1
CC1OC(CCc2cccc(Cl)c2)Cc2[nH][nH]c(=O)c21 (stereo not drawn),3,2.7,2.0*,1,3.8,7.4,-4,0,nt,nt,-1.0
CC(C)(C)CC(C)(C)NCC(=O)Nc1c2c(nc3ccccc13)CCC2,2,-0.1,-1.6,0,0.7,0.5,2,-2,-0.1,-1.2,1.6
C[C@H](CO)N1C[C@H](C)[C@@H](CN(C)S(=O)(=O)c2cccs2)Oc2ccc(NC(=O)Nc3ccc4c(c3)OCO4)cc2C1=O,0,-0.2,-1.6,3,-2.4,-1.0,4,1,1.5,-0.6,-0.5
O=[N+]([O-])c1ccc(S(=O)(=O)CC(CN2CCOCC2)N2CCOCC2)cc1 (stereo not drawn),-3,-0.7,-1.2,4,-0.9,1.6,1,1,2.5,1.6,1.3
C/C(=C/C(=O)Nc1cccc(F)c1)N1CCCC1,-1,-0.7,-1.0,-8,1.1,-1.5,-3,0,0.5,-0.3,-1.3
COc1ccccc1N1CCN(S(=O)(=O)c2cnc[nH]2)CC1,1,0.7,-1.1,-1,0.0,-0.5,6,-2,0.1,0.1,-1.0
CCc1noc(C)c1C(=O)Nc1ncc(C)s1,2,-0.8,-0.6,-4,-0.8,1.7,-1,1,0.0,1.7,-2.0
CN1CCN(C(=O)c2cnn(-c3ccccc3)c2NC(=O)c2ccccc2F)CC1,-2,0.5,-0.9,-4,0.7,-0.3,-4,-1,0.4,0.6,-1.1
COc1ccc(CNC(=O)CCc2c(C)nc3ncnn3c2C)cc1,1,-0.5,-0.9,0,-1.6,-0.4,3,2,-0.2,1.2,-0.6
COc1ccc(-c2[nH]c(-c3ccc(SC)cc3)nc2SCC(=O)Nc2nccs2)cc1,-33,-1.4,-1.4,-5,-2.4,2.4,-3,-2,-1.0,-1.0,-2.5
